Screening data: PubChem BioAssay, Sanford-Burnham Center for Chemical Genomics
Mdm2 MdmX PPI – disrupts the human Mdm2-MdmX interaction | SaOS-2 split-luciferase Mdm2/MdmX complementation, luminescence | AID 485346 | inhibition, % at 8 µM | 330,000 tested, 3% active;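 active = inhibition of at least 50% at 8 µM in the primary screen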
tim23-1 inh – growth inhibitors of tim23-1 mutant yeast | inhibition, % at 20 µM | AID 463212 | 330,000 tested, 1.3% active | S. cerevisiae tim23-1 growth, BacTiter-Glo luminescence, 24 h;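 active = growth inhibition of the mutant yeast at or above 50%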;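 also: temperature-sensitive mutant grown at 25 °C; plate controls were DMSO-treated mutant yeast for no effect and medium wells lacking yeast for full effect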
CCR6 antagonist – CCR6 (human) receptor antagonism. CHO-K1 CCR6 PathHunter beta-arrestin, luminescence, CCL20-stimulated. inhibition, % at 20 µM. 340,000 tested, 0.49% active;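 active = compounds whose inhibition of the agonist-driven luminescence signal at 20 µM reaches about 50%, limit read from the data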;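 also: cells stimulated with CCL20 at 14 nM final; plate controls were DMSO with CCL20 for no effect and DMSO without agonist for full effect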
XBP1 UPR activ – activators of adaptive arm of unfolded protein response (XBP1); activation, % at 20 µM; 330,000 tested, 0.33% active; CHO-XBP1 luciferase reporter, IRE1-XBP1 UPR activation, luminescence; percent of tunicamycin response, DMSO as zero;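 active = versus positive control, 20 µM dose yields 30% or more activation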;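 also: 100% = tunicamycin at 10 µg/mL and 0% = DMSO only wells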
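Material – CHO cell line with stable XBP1 luciferase reporter · Buffer or medium – F12 plus 10% FBS · Compound – single point, 20 µM final compound, 1% DMSO · Schedule – 16-18 h cell attachment at 37 °C, then 6 h compound exposure · Signal – Steady-Glo luminescence read · Benchmarks – high control tunicamycin 10 µg/mL final, low control DMSO vehicle only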
APJ antag – APJ receptor antagonism | P35414 | CHO-K1 APJ beta-arrestin complementation, luminescence | inhibition, % at 20 µM | 330,000 tested, 0.32% active | AID 2521;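 active = inhibition above about 40% at 20 µM, limit read from the data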;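 also: cells challenged with 10 nM apelin-13 agonist together with compound; plate controls were apelin-13 plus DMSO wells for no effect and DMSO wells lacking apelin-13 for full effect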
Target sequence (P35414 whole entry, looked up): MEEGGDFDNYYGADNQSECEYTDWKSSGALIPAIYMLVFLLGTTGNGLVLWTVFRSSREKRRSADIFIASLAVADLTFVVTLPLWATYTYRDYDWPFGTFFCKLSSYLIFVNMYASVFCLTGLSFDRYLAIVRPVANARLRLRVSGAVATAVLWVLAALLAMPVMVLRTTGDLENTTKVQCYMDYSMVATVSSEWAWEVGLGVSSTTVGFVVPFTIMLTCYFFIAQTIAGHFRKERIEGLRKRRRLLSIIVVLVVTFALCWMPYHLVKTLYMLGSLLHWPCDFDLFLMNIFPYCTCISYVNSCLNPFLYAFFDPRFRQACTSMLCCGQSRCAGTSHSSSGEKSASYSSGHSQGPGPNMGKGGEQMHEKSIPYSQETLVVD
CXCR6 block – blocks human CXCR6 beta-arrestin recruitment. inhibition, % at 20 µM. O00574. CHO-K1 PathHunter CXCR6 beta-arrestin, luminescence. 360,000 tested, 0.36% active; in the data active = inhibition above about 34%, passing the limit was not always enough;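 also: antagonist mode with CXCL16 agonist at 10 nM final; 0% = 10 nM CXCL16 with DMSO and 100% = unstimulated wells without agonist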
Target sequence (O00574 whole entry, looked up): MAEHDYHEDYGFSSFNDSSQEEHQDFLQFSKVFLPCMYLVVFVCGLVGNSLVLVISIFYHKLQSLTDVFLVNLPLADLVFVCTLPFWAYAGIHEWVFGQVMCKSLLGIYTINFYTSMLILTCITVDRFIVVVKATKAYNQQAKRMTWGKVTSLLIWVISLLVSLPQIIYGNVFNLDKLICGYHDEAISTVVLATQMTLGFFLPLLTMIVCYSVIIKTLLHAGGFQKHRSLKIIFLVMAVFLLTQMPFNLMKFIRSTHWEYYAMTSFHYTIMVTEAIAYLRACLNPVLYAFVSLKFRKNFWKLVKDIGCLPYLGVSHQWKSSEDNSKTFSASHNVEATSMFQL
APJ ag – activates the human apelin receptor APJ; activation, % at 20 µM; 330,000 tested, 0.11% active; CHO-K1 APJ PathHunter beta-arrestin, luminescence; 0% DMSO wells, 100% apelin; P35414;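 active = activation more than six SD over the plate average, tested at 20 µM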;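 also: 0% = DMSO alone and 100% = apelin-13 at 10 nM; some results filed as inactive read as strong as hits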
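Material: engineered CHO-K1 APJ arrestin reporter cells; amount: 1000 CHO-K1 reporter cells seeded per well; incubation: compound stimulation 90 min at 25 °C, detection 60 min; signal: luminescent beta-gal fragment complementation, chemiluminescent substrate; read-out basis: APJ agonist activity; controls: DMSO-only wells as negative, 10 nM Apelin-13 as positive control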
EBI2 block – blocks human EBI2 receptor beta-arrestin signaling; P32249; EBI2 beta-arrestin recruitment, luminescence, 7a,25-OHC stimulated; inhibition, % at 5 µM; 360,000 tested, 0.81% active; AID 651636; in the data active = inhibition above about 38%;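 also: enzyme fragment complementation signal reports receptor beta-arrestin coupling in cells; 0% = agonist plus DMSO wells and 100% = wells without agonist; some results beyond the cut were filed as inactive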
Target sequence (P32249 whole entry, looked up, the tested form may be a part): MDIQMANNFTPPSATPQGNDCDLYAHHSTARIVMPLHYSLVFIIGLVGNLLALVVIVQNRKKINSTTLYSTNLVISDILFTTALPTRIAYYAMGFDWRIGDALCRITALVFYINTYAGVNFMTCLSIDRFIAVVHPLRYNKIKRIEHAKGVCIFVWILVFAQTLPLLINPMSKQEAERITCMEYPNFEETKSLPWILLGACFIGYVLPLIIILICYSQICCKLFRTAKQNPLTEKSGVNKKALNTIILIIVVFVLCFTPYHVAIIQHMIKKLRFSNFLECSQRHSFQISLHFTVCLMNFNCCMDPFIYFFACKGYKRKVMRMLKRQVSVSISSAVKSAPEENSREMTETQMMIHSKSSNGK
CHOP UPR activ – activators of apoptotic arm of unfolded protein response (CHOP). CHO-CHOP luciferase reporter, UPR activation, luminescence; percent of tunicamycin response over DMSO baseline. 330,000 tested, 0.34% active. activation, % at 10 µM;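 active = at 10 µM dose, activation of 40% or more, normalized to positive control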;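 also: 100% = tunicamycin at 10 µg/mL and 0% = DMSO alone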
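measured by = luciferase luminescence | assay system = CHO-CHOP cells, stable luciferase reporter of PERK-eIF2a-CHOP signalling | amount = 500 reporter cells seeded per well | timing = 6 h compound exposure at 37 °C after overnight seeding | controls = positive tunicamycin 10 µg/mL, negative DMSO alone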
An asterisk follows results filed as active; . = no result given. A portion of the library; rates above refer to the full screens.

SMILES | Mdm2 MdmX PPI | tim23-1 inh | CCR6 antagonist | XBP1 UPR activ | APJ antag | CXCR6 block | APJ ag | EBI2 block | CHOP UPR activ
N#CC1=C(N)C(C#N)(C#N)[C@H](c2cccnc2)[C@H]2CN(C(=O)OCc3ccccc3)CC=C12 | -12 | 5 | 37 | 1 | 31 | 11 | -4 | 8 | 2.1
CC1Cc2cc(C(=O)O)ccc2O1 (configuration not stated) | 13 | 15 | -7 | -2 | -3 | -18 | 1 | -9 | 1.3
C[C@H](CO)N1C[C@H](C)[C@@H](CN(C)Cc2ccc(C(=O)O)cc2)Oc2c(NC(=O)Cc3ccccc3)cccc2C1=O | 12 | 5 | 6 | -2 | -15 | -6 | 4 | -7 | 0.2
Clc1ccccc1SCc1nc2ccccc2[nH]1 | -19 | 26 | 10 | 2 | 24 | -2 | -3 | 13 | 4.3
COC(=O)c1cc2c(ccn2-c2ccc(F)cc2)n1C(C)C | 6 | 3 | 29 | -2 | 33 | -8 | 2 | 32 | 0.0
Cc1[nH]c2ccccc2c1N=Nc1ccccc1C(=O)O | 14 | 9 | 36 | -1 | 4 | 17 | -6 | 3 | -0.2
O=C(Cc1ccccc1[N+](=O)[O-])NCCC1=CCCCC1 | -11 | 21 | 1 | -2 | -28 | -4 | -2 | -3 | 1.6
COc1ccc(Cl)cc1N(CC(=O)NCC(C)C)S(=O)(=O)c1ccc(C)c([N+](=O)[O-])c1 | 16 | 1 | 3 | -2 | -3 | 2 | 1 | -6 | -1.1
CN1CCN(C(CNC(=O)C(=O)Nc2ccc3c(c2)OCO3)c2ccc(F)cc2)CC1 (configuration not stated) | 22 | -1 | 2 | 1 | -35 | 1 | 3 | 3 | 0.8
CCN(CC)S(=O)(=O)c1ccc(C(=O)NCc2cccs2)cc1 | -3 | 8 | 7 | -2 | 0 | -1 | -2 | 16 | -1.4
CCOc1ccccc1C1C(C(=O)Nc2ccc(OC)cc2)=C(C)Nc2nc(CCCO)nn21 (configuration not stated) | -9 | 17 | 4 | -1 | 23 | -7 | -3 | 2 | -0.8
COc1cccc(OCC(=O)N(C)Cc2nc(-c3ccccc3)no2)c1 | 3 | -1 | 16 | 1 | -4 | -2 | 2 | -7 | 2.3
COc1ccc(OC)c(S(=O)(=O)N2CCN(c3ccccc3OC)CC2)c1 | 1 | 21 | 6 | -1 | -5 | 0 | -3 | -4 | 0.0
CC(C)c1ccc(N(CC(=O)NCCCN2CCOCC2)S(=O)(=O)c2ccccc2)cc1 | 6 | -9 | 8 | -1 | 16 | -1 | -4 | 0 | -0.4
CC(=O)NC(Nc1c(C)n(C)n(-c2ccccc2)c1=O)C(Cl)(Cl)Cl (configuration not stated) | 1 | -2 | -3 | 1 | -2 | -6 | 2 | 0 | 0.7

Reformatted field by field: 2 of the compounds above
COC(=O)c1cc2c(ccn2-c2ccc(F)cc2)n1C(C)C
  Mdm2 MdmX PPI: 6; tim23-1 inh: 3; CCR6 antagonist: 29; XBP1 UPR activ: -2; APJ antag: 33; CXCR6 block: -8; APJ ag: 2; EBI2 block: 32; CHOP UPR activ: 0.0

Cc1[nH]c2ccccc2c1N=Nc1ccccc1C(=O)O
  Mdm2 MdmX PPI: 14; tim23-1 inh: 9; CCR6 antagonist: 36; XBP1 UPR activ: -1; APJ antag: 4; CXCR6 block: 17; APJ ag: -6; EBI2 block: 3; CHOP UPR activ: -0.2

Additional entries.
SMILES | Mdm2 MdmX PPI | tim23-1 inh | CCR6 antagonist | XBP1 UPR activ | APJ antag | CXCR6 block | APJ ag | EBI2 block | CHOP UPR activ
CCN1C(=O)/C(=C\N2CCCc3ccccc32)SC1=S | -21 | 10 | 27 | 1 | 30 | 6 | -5 | 10 | 0.7
COc1ccc(Br)cc1C(=O)Nc1cccc(NC(=O)c2ccco2)c1 | 11 | 49 | 8 | 5 | 12 | -7 | -2 | 9 | 1.8
CC(C)c1ccc(C(=O)OC2CCOC2=O)cc1 (configuration not stated) | 3 | 6 | 16 | 3 | 8 | 4 | -3 | 6 | -0.4
C/C(=N\Nc1cccc(C(=O)O)c1)c1ccc(Cl)s1 | -8 | 1 | -4 | 2 | 12 | -4 | -3 | 0 | 2.8
O=C(O)c1ccccc1Cc1nc2cc(Cl)ccc2c(=O)[nH]1 | 8 | 2 | 4 | 1 | 12 | 1 | 1 | 0 | -2.2
O=C(COc1ccc([N+](=O)[O-])cc1)NNC(=S)NC(=O)c1ccc(Br)cc1 | 17 | 7 | 2 | -2 | 9 | -4 | -1 | 0 | 0.8
Cc1cc(OCC(=O)OCC(=O)N(C)C2CCS(=O)(=O)C2)ccc1Cl (configuration not stated) | -17 | 25 | 2 | 1 | 6 | -2 | 9 | 0 | 0.5
CCOC(CCn1c(SCc2ccc([N+](=O)[O-])cc2)nc2ccccc2c1=O)OCC | 9 | 2 | 22 | -3 | -5 | 10 | 0 | 3 | 0.4
Cc1cccc(C(=O)NN2S(=O)(=O)c3ccccc3S2(=O)=O)c1 | 6 | -4 | 1 | -3 | -7 | -6 | -2 | -13 | 0.1
N#Cc1ccc(CSc2nnc(COc3ccccc3)n2-c2ccccc2)cc1 | 37 | 27 | 30 | -2 | -12 | -1 | -6 | 15 | -0.1
c1ccc(-c2csc3ncn4nnnc4c23)cc1 | 28 | -18 | 8 | 3 | 8 | 7 | 3 | -4 | 0.6
CN(Cc1ccccc1)S(=O)(=O)c1ccc(OCC(=O)NCc2cccnc2)cc1 | -26 | 7 | 15 | -1 | -20 | 4 | 2 | 3 | 0.5
CCC(C)NC(=O)CC(c1ccc(OC)cc1)n1cccc1 (configuration not stated) | -22 | 4 | 25 | 0 | 10 | 0 | -4 | -3 | -1.1
COC(=O)c1ccc2c(=O)n(Cc3ccco3)c(SCC(=O)Nc3ccccc3Cl)nc2c1 | 37 | -11 | 1 | 12 | 6 | 9 | -4 | 28 | 8.1
CC(=O)C1C(c2ccc(C)cc2)c2c(noc2C)CC1(C)O (configuration not stated) | 3 | 20 | 11 | -2 | -10 | -9 | -4 | 1 | 0.0

Single records, from the list above.
Results for C/C(=N\Nc1cccc(C(=O)O)c1)c1ccc(Cl)s1 = Mdm2 MdmX PPI = -8; tim23-1 inh = 1; CCR6 antagonist = -4; XBP1 UPR activ = 2; APJ antag = 12; CXCR6 block = -4; APJ ag = -3; EBI2 block = 0; CHOP UPR activ = 2.8
Results for Cc1cccc(C(=O)NN2S(=O)(=O)c3ccccc3S2(=O)=O)c1 = Mdm2 MdmX PPI = 6; tim23-1 inh = -4; CCR6 antagonist = 1; XBP1 UPR activ = -3; APJ antag = -7; CXCR6 block = -6; APJ ag = -2; EBI2 block = -13; CHOP UPR activ = 0.1

Remaining list, next part.
SMILES | Mdm2 MdmX PPI | tim23-1 inh | CCR6 antagonist | XBP1 UPR activ | APJ antag | CXCR6 block | APJ ag | EBI2 block | CHOP UPR activ
Cc1nc2n[nH]c(N)c2c2c1CCCC2 | 20 | 6 | -5 | -4 | 3 | -3 | -5 | -10 | -0.1
COc1ccccc1-n1cc(-c2ccc(Br)cc2)[nH]c1=S | 0 | 30 | -1 | -4 | -32 | -7 | 1 | 1 | 0.1
O=C(NNC1=NCCC1)c1cccc(S(=O)(=O)N2CCCC2)c1 | -5 | 10 | 11 | -4 | 10 | 8 | -4 | -2 | -1.1
CCc1ccc(OC(=O)CN2C(=O)c3ccccc3C2=O)cc1 | -12 | 24 | 0 | -2 | -24 | 2 | -1 | -1 | 1.0
Cc1ccc(NC(=O)Cn2c(=O)c(C)nc3ccccc32)cc1 | 14 | -3 | -4 | -2 | -7 | -1 | -2 | 4 | 0.9
CCc1nn(C(C)C(=O)NCCN2CCN(c3cccc(C)c3C)CC2)c(=O)c2cc3occc3n12 (configuration not stated) | 23 | 8 | -12 | 0 | 7 | 6 | 0 | 10 | -2.5
O=C(COc1cccnc1[N+](=O)[O-])NCc1ccc(F)cc1 | 5 | 26 | 13 | 0 | 0 | -6 | -2 | 1 | -0.4
COc1ccc(C2CC(=O)Nc3cc(C)c(C)cc32)c(OC)c1OC (configuration not stated) | 17 | 14 | 2 | -2 | -20 | -8 | -1 | 10 | 1.4
CCOc1ccc(-c2cc(C(=O)N/N=C/c3ccc(O)cc3)c3ccccc3n2)cc1 | 77* | 14 | 18 | 6 | 1 | 24 | -1 | -7 | 2.3
Cn1c(CCCOc2ccc(Cl)cc2Cl)n[nH]c1=S | -36 | 12 | 5 | 1 | 13 | 2 | -2 | 1 | 0.7
COc1ccc(OC)c(CCNC(=O)Cn2sc3nc(C)cc(C)c3c2=O)c1 | 37 | 2 | . | -4 | -19 | . | 4 | . | 6.1
COc1ccc(CNC(=O)c2cc(S(=O)(=O)N3CCCCC3)ccc2Cl)cc1OC | 34 | 7 | -10 | -5 | 9 | -4 | 2 | 11 | -1.5
CCc1ccc2c(c1)CCCN2C(=O)c1ccccc1C(=O)O | 3 | -7 | 12 | 1 | 0 | 8 | -1 | -2 | -1.8
COc1ccc(C(CNCC(=O)Nc2ccccc2F)N(C)C)cc1 (configuration not stated) | 13 | -3 | 3 | -4 | -17 | -5 | -3 | -6 | -0.5
Cc1cc(N2C(=O)C3C4CC(C(Br)C4Br)C3C2=O)no1 (configuration not stated) | 17 | 4 | 1 | 1 | -8 | -4 | 2 | -6 | 1.2
O=C(CCN1CCCCC1)NNC(=S)NC(=O)c1ccc(Br)cc1 | -11 | -32 | 14 | 0 | 21 | 0 | -2 | -2 | -0.6
CC(=O)OC(C)(C)C#CCN1CCCC1 | -13 | 11 | 4 | 1 | 0 | 1 | -5 | -9 | 0.3
COc1ccc(CCC(=O)Nc2cccc(S(=O)(=O)N(C)C)c2)cc1OC | 19 | 6 | 1 | -2 | -7 | 0 | -1 | -11 | -2.3
O=C(CN1C(=O)NC2(CCCCCC2)C1=O)Nc1ccccc1[N+](=O)[O-] | 6 | 0 | -8 | 0 | 4 | -7 | 1 | 5 | 0.2
CCOC(=O)C1C(c2ccc(C(=O)O)cc2)NC(=O)NC1(O)C(F)(F)F (configuration not stated) | 16 | -6 | 7 | -2 | 1 | 1 | 0 | -5 | -0.5
CC(C)CNCC1OCc2ccccc2CO1 | 21 | -5 | 9 | -3 | 15 | 0 | -4 | -4 | 0.2
CCNC(=S)N1CCN(c2nc(-c3cccc(OC)c3)cs2)CC1 | 34 | 39 | 1 | -5 | 18 | -11 | -2 | 14 | 0.5
CCOc1ccc(N(CC(=O)NC(C)(C)C)C(=O)c2ccco2)cc1 | -14 | 6 | 1 | 1 | 15 | 1 | -2 | -9 | 0.6

A few values from the results shown.
Reading for `CCOc1ccc(N(CC(=O)NC(C)(C)C)C(=O)c2ccco2)cc1` in EBI2 block: -9
Reading for `CC(=O)OC(C)(C)C#CCN1CCCC1` in CCR6 antagonist: 4
